Pf apPOL block – Pf-apPOL inhibitors, biochemical, fluorescence. Plasmodium falciparum apicoplast DNA polymerase (apPOL). Recombinant Pf-apPOL, molecular beacon fluorescence, 1.5 h. inhibition, % at 10 µM. 210,000 tested, 0.25% active. AID 1794808, 2022
mHTT-CaM PPI inh – mutant huntingtin-calmodulin interaction inhibitors – biochemical, AlphaScreen, primary screen. AlphaScreen His-mHTT/GST-CaM binding, luminescence. inhibition, % at 15 µM. 190,000 tested, 3.6% active;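 note: 0% = both proteins with DMSO and 100% = one protein alone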
* marks the source's active call; other numbers are inactive results; i = inactive; · = no result given; & = joins results of further samples. Cut-off read from the data, not from the text of the source: active = inhibition above about 50%; inactive = the rest.

SMILES | Pf apPOL block | mHTT-CaM PPI inh
CN(C)CCNC(=O)C1CCc2sc(C(=O)N(C)C)cc2C1 (centres undefined) | -6 | -3
COc1ccccc1CCNC(=O)C1CSCCC(=O)N1 (centres undefined) | -1 | -6
COc1ccccc1NC(=O)C1CCCN(C(=O)c2cc(C)cc(C)c2)C1 (centres undefined) | 4 | 9
Cc1cc(NC(=O)Nc2ccc3c(ccn3C)c2)sn1 | 4 | ·
CCOc1ccccc1NC(=O)N1CCC(c2nc3cccnc3n2C)C1 (centres undefined) | -1 | 5
COc1cccc(CCC(=O)N2CCN(C3=NC=CN4CC(C)N=C34)CC2)c1 (centres undefined) | -5 | 7
CC(=O)Nc1ccc(C(=O)NCc2cccc(F)c2)c(N2CCOCC2)c1 | -3 | -3
COc1ccc(C(=O)Nc2ccc(N3CCCC3)cc2)cc1OC | -9 | 7
O=C(Nc1nnc(-c2ccccc2Cl)o1)c1cc(Cl)sc1Cl | -6 | 5
O=C1CC(NC(=O)Cc2ccc(-c3ccccc3)cc2)CN1 (centres undefined) | 1 | 3
CCc1ccccc1NC(=O)CN1CCC(c2nc(-c3ccc(F)cc3)no2)CC1 | 2 | -1
Cc1c(C(=O)Nc2ccc3c(c2)N(C(=O)c2cccs2)CC3)cnn1-c1ccccc1 | -5 | -7
CC1CCN(C(=O)CSc2nnc(-c3ccc(Cl)s3)o2)CC1 | -2 | -5
Cc1ccc(CS(=O)(=O)Cc2ccc(C(=O)NCc3cccs3)o2)cc1 | -22 | -1
COc1ccc(SSc2ccc(OC)cc2[N+](=O)[O-])c([N+](=O)[O-])c1 | · | 28
CCCCCC(=O)N1C[C@@H](O)[C@H](n2cc(-c3ccc(F)cc3)nn2)C[C@@H]1c1ccc(C)cc1 | -5 | -4
Cn1c(SCC(=O)Nc2ccc(Cl)c(Cl)c2)nc2c([nH]c3ccccc32)c1=O | 0 | 0
COc1cccc(Oc2nccnc2N2CCC(C(=O)NCCC3=CCCCC3)CC2)c1 | -5 | -7
COc1ccc(-c2coc3cc(OC(=O)c4c(OC)cccc4OC)ccc3c2=O)cc1 | -7 | 4
COc1nccc(N2CCC(CC(=O)N(C)CCCc3c(C)nn(C)c3C)CC2)n1 | -6 | 6
CC(=O)Cn1nnc([N+](=O)[O-])n1 | · | 0
Cc1ccc(C(=O)O/N=C(\N)Cc2cccs2)c(Cl)c1 | -7 | i
CC(=O)Oc1ccc2c(-c3ccccc3)cc(=O)oc2c1 | -6 | 2
O=C(Nc1cc(C(F)(F)F)ccc1N1CCOCC1)c1cccnc1 | -5 | 3
CCCCNC(=O)c1c[nH]c2ccc(S(=O)(=O)N(CC)c3ccc(F)cc3)cc2c1=O | -7 | 21
O=C(NCc1cccs1)N(CCc1cccs1)Cc1ccco1 | -11 | -19
Cc1ccccc1CC(=O)N1CCN(C(=O)c2nnn3c2COC(c2ccccc2)C3)CC1 (centres undefined) | -1 | 1
Cc1cccc(S(=O)(=O)N2CC3CN(C(=O)CCC(C)C)CC(C2)O3)c1 | -9 | 1
Cc1cccc(-c2csc3c(=O)[nH]c(N4CCN(C5CCCCC5)CC4)nc23)c1 | 1 | 0
COc1cc(C(=O)Nc2c3c(nn2-c2ccccc2)CSC3)c([N+](=O)[O-])cc1OC | 0 | 27

A draw from above in order of length of the SMILES, smallest number first:
SMILES | Pf apPOL block | mHTT-CaM PPI inh
CC(=O)Cn1nnc([N+](=O)[O-])n1 | · | 0
O=C(NCc1cccs1)N(CCc1cccs1)Cc1ccco1 | -11 | -19
CC(=O)Oc1ccc2c(-c3ccccc3)cc(=O)oc2c1 | -6 | 2
Cc1ccc(C(=O)O/N=C(\N)Cc2cccs2)c(Cl)c1 | -7 | i
CC1CCN(C(=O)CSc2nnc(-c3ccc(Cl)s3)o2)CC1 | -2 | -5
O=C(Nc1cc(C(F)(F)F)ccc1N1CCOCC1)c1cccnc1 | -5 | 3
Cc1ccc(CS(=O)(=O)Cc2ccc(C(=O)NCc3cccs3)o2)cc1 | -22 | -1
COc1cccc(Oc2nccnc2N2CCC(C(=O)NCCC3=CCCCC3)CC2)c1 | -5 | -7
COc1nccc(N2CCC(CC(=O)N(C)CCCc3c(C)nn(C)c3C)CC2)n1 | -6 | 6
COc1ccc(-c2coc3cc(OC(=O)c4c(OC)cccc4OC)ccc3c2=O)cc1 | -7 | 4
COc1ccc(SSc2ccc(OC)cc2[N+](=O)[O-])c([N+](=O)[O-])c1 | · | 28
Cn1c(SCC(=O)Nc2ccc(Cl)c(Cl)c2)nc2c([nH]c3ccccc32)c1=O | 0 | 0
Cc1c(C(=O)Nc2ccc3c(c2)N(C(=O)c2cccs2)CC3)cnn1-c1ccccc1 | -5 | -7
CCCCNC(=O)c1c[nH]c2ccc(S(=O)(=O)N(CC)c3ccc(F)cc3)cc2c1=O | -7 | 21
COc1cc(C(=O)Nc2c3c(nn2-c2ccccc2)CSC3)c([N+](=O)[O-])cc1OC | 0 | 27
CCCCCC(=O)N1C[C@@H](O)[C@H](n2cc(-c3ccc(F)cc3)nn2)C[C@@H]1c1ccc(C)cc1 | -5 | -4

Next structures:
SMILES | Pf apPOL block | mHTT-CaM PPI inh
NS(=O)(=O)c1ccc(NC(=O)CCCOc2ccc(Cl)cc2Cl)cc1 | -8 | 2
O=C(Nc1ccccc1[N+](=O)[O-])c1cccc(S(=O)(=O)Nc2ccccc2)c1 | -6 | 26
O=C(Nc1cccc(N2CCCN(Cc3cc(F)ccc3F)C2=O)c1)C1CCC1 | 0 | 6
COc1ccccc1C1C2=C(CCCC2=O)Nc2nc(SCc3ccccc3F)[nH]c(=O)c21 (centres undefined) | 3 | 28
CCOc1ccc(-c2cccc(NC(=O)c3ccc([N+](=O)[O-])cc3)c2)nn1 | 2 | 16
CCN1CCC(CCNC(=O)C2CCc3sc(C(=O)N4CCCC4)cc3C2)CC1 (centres undefined) | -2 | 0
CSC[C@H]1CN(CCc2ccccc2)C(=O)[C@@H]1CC(=O)Nc1ccc(Br)cc1 | -4 | 63*
Cc1ccc(Cl)cc1NC(=O)c1ccc(Cn2cncn2)cc1 | -2 | -8
Nc1ccccc1Nc1ccncc1[N+](=O)[O-] | 9 | 1
CCOc1ccccc1NC(=O)c1cccnc1 | -2 | -5
O=C(c1ccoc1)N1CCN(c2nc(CN3CCOCC3)cs2)CC1 | -4 | 4
CC(C)(Oc1ccc(Cl)cc1)C(=O)NCCS(=O)(=O)N1CCc2ccccc2C1 | -7 | -19
CCN(CC)S(=O)(=O)c1ccc(C(=O)Nc2ccc(Cl)c3ncsc23)cc1 | -13 | -1
CCC(=O)Nc1ccc2nc(SCC(=O)Nc3ccc(OC)cc3[N+](=O)[O-])sc2c1 | -3 | 8
CCCc1cc(C2CCCN2Cc2ccc(F)c(F)c2)no1 (centres undefined) | -2 | -39
O=C(NCCC(O)C1CC1)C12CC3CC(CC(C3)C1)C2 (centres undefined) | -7 | -10
Cc1c(F)cccc1NC(=O)N1CCC(c2cc(=O)n3nccc3n2C)CC1 | 0 | 3
Cc1nc(C(N)=O)c(N)n1C | · | 23
COc1cccc(CN2CCN(Cc3cc(OC)c(OC)c(OC)c3)CC2)c1OC | -2 | -5
COc1ccc(OC)c2sc(NCc3ccccn3)nc12 | -8 | 8
O=S(=O)(Nc1ccccc1C(F)(F)F)c1ccc(-c2ccccn2)s1 | 0&-6 | ·
CCCCOc1ccc(C(=O)NCC2COC3(CCCCC3)O2)cc1 (centres undefined) | -4 | -2
Cc1cc(N2CCC(NS(=O)(=O)c3ccccc3F)C2=O)ccc1F (centres undefined) | 5 | -4
CC1CCN(C(=O)c2ccc(-c3nc(-c4ccc(F)cc4)no3)cc2)CC1 | -1 | -6
CC[N+]1(CC(O)COC2CC(C)CC(C)(C)C2)CCOCC1 (centres undefined) | -1 | 0
COc1ccc(C2CC(O)(c3ccccc3)Oc3cc(C)cc(C)c32)cc1 (centres undefined) | -2 | 78*
COc1ccc(-c2c3c(nc4ncnn24)-c2ccccc2C3=O)cc1 | 0 | 4
Cc1noc(C)c1C1CCCN1C(=O)NC(C)(C)C (centres undefined) | 6 | -7
O=C1C=CC(=O)N1Cc1csc2ccc(Cl)cc12 | -14 | ·
O=C(CSc1nsc(SCC(=O)Nc2ccc(F)cc2)n1)Nc1ccc(F)cc1 | -2 | 4
COc1cc(CN2CCN(c3cccc(C)c3C)CC2)c([N+](=O)[O-])cc1OC | -2 | 29
COc1cc(NC(=O)COc2c(C)cccc2C)c(OC)cc1Br | 2 | 0
Cc1c(Cl)cccc1N(CC(=O)Nc1ccccc1C(=O)O)S(C)(=O)=O | 2 | 8
COCCn1cc2c3c(cccc31)CN(C(=O)Nc1ccccc1)CC2 | 0 | -4
O=C(O)C1Nc2ccc([N+](=O)[O-])cc2C2C=CCC12 (centres undefined) | 3 | -1
O=C(Nc1c2c(nn1-c1ccc([N+](=O)[O-])cc1)CS(=O)(=O)C2)C12CC3CC(CC(C3)C1)C2 | -2 | -3
CN(CCOC(=O)c1cc2ccccc2o1)C1CN(Cc2cn(Cc3cccc(F)c3)nn2)S(=O)(=O)C1 (centres undefined) | 0 | 24
O=c1[nH]c(-c2ccccc2)nc2c1CCN(S(=O)(=O)c1ccc3c(c1)CCC3)C2 | -7 | 1
C#Cc1cccc(NC(=O)Cc2cccs2)c1 | -1 | -2
CCCC1CCC2(CC1)CC[C@H]2OC(=O)Nc1ccccc1OC (some centres undefined) | -2 | -52
CCc1ccc(S(=O)(=O)Nc2ccc(Cl)cn2)cc1 | 10&-4 | -1&-7
COc1ccc(C2(C(=O)N3CCC(Nc4cccnc4)C3)CC2)cc1 (centres undefined) | -5 | -1
C=C(C)COc1ccc2c(c1)OC(=Cc1cccc(OC)c1)C2=O | -7 | 73*
COc1ccc2oc(=O)c(-c3csc(Nc4c(F)cccc4F)n3)cc2c1 | 1 | -7
O=C(c1csc(-c2cnccn2)n1)N1CCN(CC=Cc2ccccc2)CC1 | -15 | -4
CC1(C)Cc2c(sc3c2c(=O)n(Cc2ccccc2)c2nnc(S)n32)CO1 | 0 | 9
COc1ccc(OC)c(NC(=O)c2sc3cc(Br)ccc3c2Cl)c1 | -3 | -1
O=C(NCCc1cccs1)c1cnn2c3c(cnc12)CCCC3 | 2 | 1
COc1ccc(-c2c(C)oc3cc(OCC(=O)OC(C)C)ccc3c2=O)cc1OC | -12 | 34
CN(C)c1ccc(C2N(c3ccc(Cl)cc3)C(=O)C3CCCN32)cc1 (centres undefined) | 0 | -4

Later entries.
SMILES | Pf apPOL block | mHTT-CaM PPI inh
Cc1cc(C)n(-c2ncnc3c2nnn3Cc2ccccc2Cl)n1 | -1 | ·
CCCc1cc2c(=O)c(-c3ccc4c(c3)OCCCO4)coc2cc1OC | 0 | -1
CCOC(=O)Cn1cc(CN2C(C(=O)OC)CN(C3CCCC3)CCS2(=O)=O)nn1 (centres undefined) | -1 | -5
O=C1NC(/C=C/c2ccccc2)Nc2sc3c(c21)CCCC3 (centres undefined) | -5 | 66*
Cc1ccc(-n2cc(C(=O)NC(C)C)nn2)cc1C | -3 | -4
O=C(c1ccc(-c2ccccc2)cc1)N1CCN(c2ccccc2F)CC1 | -13 | 11
COC(=O)c1cccc(NC(=O)Nc2ccccc2)c1 | 4 | ·
O=C1CCCC2=C1C(c1cc(Br)ccc1O)C1C(=O)c3ccccc3C1=N2 (centres undefined) | -1 | 40
Cc1ccc2nc(-c3cccc(NC(=O)C4CC4)c3)oc2c1 | -3 | 0
COc1ccc(NC(=O)c2ccc(-c3ccc([N+](=O)[O-])cc3OC)o2)cc1Cl | -7 | 42
CS(=O)(=O)N(CC(=O)Nc1cccnc1)c1cc(Cl)cc(Cl)c1 | -17 | 2
COc1ccc(N2C(=O)CCC(C(=O)NCc3cccnc3)C2c2ccc(F)cc2)cc1 (centres undefined) | -2 | -4
CCOc1ccc(-n2c(SCc3ccccc3)nc3c(c2=O)SCC3)cc1 | -8 | -6
COc1cccc(/C=C2/N=C(c3cncc(Br)c3)OC2=O)c1OC | -2 | 3
O=S(=O)(N=C1SCCS1)c1ccccc1 | -14 | -1
COc1ccc(C2CC(=O)C3=C(C2)Nc2ccccc2NC3c2ccc(F)cc2)cc1OC (centres undefined) | -7 | 33
CC(=O)Nc1ccc(S(=O)(=O)N2CCN(c3ccc(F)cc3)CC2)cc1 | -3 | 14
Cn1c(-c2ccccc2)cnc1SCC(N)=O | -6 | -3
COc1cc(OC)cc(C(=O)N2CCCC2c2nc(-c3ccccc3OC)no2)c1 (centres undefined) | -2 | 6
Fc1ccc(CN2CCCCC2c2nc(-c3ccncc3)no2)cc1 (centres undefined) | 3 | 12
Cc1ccc(C)c(N2CCN(C(=O)CC(C)C)C(C)C2=O)c1 (centres undefined) | -1 | -6
Nc1nc(Cn2nnc(-c3ccccc3F)n2)nc(N2CCOCC2)n1 | 0 | 5
CC(C)Cn1c(C2CCN(S(=O)(=O)Cc3ccccc3F)C2)nc2ccncc21 (centres undefined) | -1 | 3
CCc1nc(C2CCCN(C(=O)C3CCCCC3)C2)n[nH]1 (centres undefined) | 13 | -7
COc1ccc2[nH]cc(CCNC(=O)CCSS(=O)(=O)O)c2c1 | -5 | 0
CCCS(=O)(=O)NCCc1csc(-c2ccc(OC)c(OC)c2)n1 | -16 | 3
O=C(Nc1nccs1)C1CCN(C(=O)c2cc(-c3ccco3)on2)CC1 | 2 | 0
O=C(NC12CCCC1C1CCC2C1)NC12CCCC1C1CCC2C1 (centres undefined) | -6 | -5
Clc1ccc(CCN2COc3cc4c(cc3C2)OCO4)cc1 | -3 | 26
CCN(CC)C(=O)c1nc(N2CCCCC2)c2c(C)cc(C)nc2n1 | -7 | -1
COc1ccc(C(=O)Nc2ccc3oc(-c4ccccc4)nc3c2)cc1 | -8 | 3
COc1ccc(Cc2c(Cl)nc(SC)nc2Cl)cc1 | 0 | -99
Cc1cccc(CN2CCC3(CC2)N=C(c2ccccc2)C(=O)N3)c1 | 3 | 14
CC(Oc1ccc2c(c1)OC(=Cc1ccc(Br)cc1)C2=O)C(=O)O (centres undefined) | -17 | 8

Assay outcomes deposited in PubChem by University of Kansas High Throughput Screening Laboratory.

Random draw from the library; overall some 3.6% were active at least once.
